Bioassay records: PubChem, several laboratories
Wnt bcat act: activators of Wnt/beta-catenin signaling. Wnt/beta-catenin reporter cell assay, activator, plate reader. 300,000 compounds, 1.2% hits. activation, % at 9.35 µM; in the data active = activation above about 30%, passing the limit was not always enough;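 note: 0% = neutral control wells and 100% = positive control wells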
phage Ecoli inh: E. coli growth loss with phage present; AID 651602; growth absorbance; 360,000 compounds, 0.26% hits; inhibition, % at 11.9 µM; in the data active = inhibition above about 11%
Active calls of the source: *.

SMILES | Wnt bcat act | phage Ecoli inh
COc1cccc(CNC(=O)[C@H]2CCCN2C(=O)[C@H]2CCCN2C(=O)c2ccc(F)c(F)c2)c1 | 0 | 4.6
COc1ccc(-c2ccc(C(=O)NC(C)C)c3occc23)c(C)c1 | -3 | -2.9
CNC[C@@H]1OCc2ccccc2-c2c(n(C)c3ccccc23)C(=O)N([C@H](C)CO)C[C@H]1C | -1 | -0.5
O=C(NC(=S)N1CCN(c2ccc(F)cc2)CC1)c1ccccc1 | 2 | -0.8
CCCCC(=O)N(C)c1c(CC)nc2c(OCc3ccc(S(C)(=O)=O)cc3)cccn12 | 0 | 1.9
FC(F)(F)c1cnc(NNC(=S)Nc2ccccc2)c(Cl)c1 | -1 | -0.9
C[C@@H]1CN([C@@H](C)CO)S(=O)(=O)c2ccc(Br)cc2O[C@@H]1CN(C)C(=O)NC1CCCCC1 | -3 | 1.7
CC(C)NC(=O)Nc1ccc2c(c1)C(=O)N([C@H](C)CO)C[C@H](C)[C@@H](CN(C)Cc1ccc(C(F)(F)F)cc1)OCCCC[C@@H](C)O2 | -4 | 1.8
COC(=O)[C@]1(Sc2ccccc2)CC(=O)N[C@@H]1c1ccccc1 | -1 | 2.1
COC(=O)c1ccc2nc(-c3cccc(Cl)c3)c(Cc3cccc(Cl)c3)n2c1 | -3 | 0.2
COc1cccc(C(C)(O)c2nc(-c3ccc(N(C)C)cc3)cs2)c1 (stereo not drawn) | -6 | 3.1
COc1cc(Cn2c3ccc(NC(=O)CC(C)C(F)(F)F)cc3c(=O)n2C)ccc1F (stereo not drawn) | -6 | 3.4
O=C(COC(=O)/C=C/c1ccccc1Cl)NC1CC1 | -2 | 4.0
CC1(C(=O)NCc2cccc3ccccc23)CCN1Cc1ccc(OC(F)(F)F)cc1 (stereo not drawn) | -2 | 2.1
Cc1cn([C@H]2C[C@H](O)[C@@H](CNC/C=C/c3ccccc3[N+](=O)[O-])O2)c(=O)[nH]c1=O | -1 | 4.3
COc1cc(C(O)c2nc(-c3cccc(C(=O)O)c3)cs2)ccc1F (stereo not drawn) | -1 | 1.4
O=C(NCc1cccs1)c1csc([C@H]2C[C@H](O)[C@@H](CO)O2)n1 | -1 | 0.5
O=C(Nc1cccc(C(F)(F)F)c1)c1ccc(-c2ccc(F)c(F)c2)c2ccoc12 | -1 | 2.1
CCC(C)[C@H]1CNC(=O)C(=O)N1CCCCC1CCCCC1 (stereo partly drawn) | -1 | 2.4
CCCN1C(=O)C(=O)N(CC(=O)N2c3ccccc3NC(=O)CC2C)C1=O (stereo not drawn) | 0 | 4.9
C[C@@H]1CCCCO[C@H](CN(C)C(=O)Nc2ccc(F)cc2)[C@@H](C)CN([C@H](C)CO)C(=O)c2cc(NC(=O)c3ccccc3)ccc2O1 | -4 | 1.7
C[C@@H]1CN([C@@H](C)CO)C(=O)c2cc(C#Cc3cccc(F)c3)cnc2O[C@@H]1CN(C)CC1CCOCC1 | -6 | 3.4
COC(=O)C1=C(C)N(C)C(=NCc2ccccc2C(F)(F)F)NC1c1cccc(F)c1 (stereo not drawn) | -5 | 2.6
CCCCN1CCCCC1(C)C(=O)NCc1ccc2c(c1)OCO2 (stereo not drawn) | 5 | 3.2
CCCCCCN1C[C@@H](n2cc(COC(=O)c3ccccc3)nn2)[C@H](O)C[C@@H]1c1ccc(Cl)cc1 | 0 | 3.5

Entries from the list above that have a furan ring, fused or not:
SMILES | Wnt bcat act | phage Ecoli inh
COc1ccc(-c2ccc(C(=O)NC(C)C)c3occc23)c(C)c1 | -3 | -2.9
O=C(Nc1cccc(C(F)(F)F)c1)c1ccc(-c2ccc(F)c(F)c2)c2ccoc12 | -1 | 2.1

Other compounds.
SMILES | Wnt bcat act | phage Ecoli inh
CCCC1NC(=O)c2cccnc2-n2c1nc1ccc(C)cc1c2=O (stereo not drawn) | -1 | 3.7
O=C(Cn1cnc([N+](=O)[O-])c1)Nc1ccc(Cl)cc1Cl | -1 | 2.7
COCCNC(=O)C1(C)CCCN(C(=O)c2ccccc2OC)C1 (stereo not drawn) | -1 | 2.0
C=CCNc1nc(NCCOc2ccccc2Cl)c2sc(-c3ccccc3)cc2n1 | -3 | -0.8
NC(COCc1ccccc1)c1csc(Nc2cc(NCCCO)ncn2)n1 (stereo not drawn) | -3 | 3.6
CC1OC(CCc2cccc(Cl)c2)Cc2[nH]c(=S)[nH]c(=O)c21 (stereo not drawn) | 3 | 2.7
Cc1cccc(C)c1Nc1n[nH]c(=S)s1 | 2 | 1.6
O=C(Nc1ccc(F)cc1)C(c1ccncc1)N1CCN(c2cccc(C(F)(F)F)n2)CC1 (stereo not drawn) | -4 | 2.7
O=C(NCC(=O)N1CCCCCCC1)c1ccc(Cl)c(Cl)c1 | 1 | 3.7
C(=C\c1ccccc1)/CN1CCN(C(c2cc3ccccc3o2)c2nnnn2C2CCCC2)CC1 (stereo not drawn) | -1 | 2.4
Cc1[nH]c2ccccc2c1CC(=O)Nc1ccc(Nc2cccnc2)c(-c2ccc(Oc3ccccc3)cc2)c1 | -4 | 2.2
CCCN(C)C1CN(Cc2cn(Cc3cccc(Cl)c3)nn2)S(=O)(=O)C1 (stereo not drawn) | -2 | 0.0
CCCC(=O)OC[C@H]1CN(C2CCCC2)S(=O)(=O)c2c(Oc3ccc(F)cc3)cccc2O1 | -2 | 1.5
CC(C)(C)OC(=O)[C@H](Cc1ccccc1)NC(=O)c1ncn2c1c(=O)[nH]c1ccc(Br)cc12 | -2 | -1.2
S=c1[nH]ncn1/N=C/c1ccco1 | 1 | 4.2
CN(c1ccc(NC(=O)Cc2cn(C)c3ccccc23)cc1)c1ccccn1 | -1 | 0.5
O=S1(=O)CC(N2CCCCC2)CN1Cc1ccccc1 (stereo not drawn) | -4 | -2.2
COc1ccc(OC)c(S(=O)(=O)Nc2ccc3c(c2)OCCO3)c1 | -2 | 1.4
Brc1ccc2nc(-c3ccccc3)c(Cc3ccsc3)n2c1 | 29 | 1.4
CCc1ccc2c(c1)NC(=O)C2(C)Cc1cccc(F)c1 (stereo not drawn) | 1 | 4.5
C#CC1(O)CCC2C3CCC4=Cc5oncc5CC4(C)C3CCC21C (stereo not drawn) | -16 | 2.2
CC1(Cc2ccc(C(F)(F)F)o2)C(=O)Nc2cc(-c3ccc(F)cc3F)ccc21 (stereo not drawn) | -2 | -0.3
COC(=O)C1=C(C)N(C)C(=NCc2ccc3c(c2)OCO3)NC1c1cccc(C(F)(F)F)c1 (stereo not drawn) | 2 | 1.3
CCOC(=O)C1(C)CCN1C(=O)c1ccc(Cl)cc1Cl (stereo not drawn) | 4 | 3.2
CCOC1=C2CN(S(=O)(=O)c3ccc(Cl)cc3)[C@H](c3ccccc3)C[C@@H]2N(S(=O)(=O)c2ccc(C)cc2)[C@H](c2ccccc2)C1 | -3 | 5.4
SMILES | Wnt bcat act | phage Ecoli inh
COC(=O)CCC(=O)N1CCC(Oc2cccc(C(=O)NCc3ccccn3)c2)CC1 | 0 | 0.6
O=C(NCc1ccc(F)cc1)c1cc(C2CCCCN2S(=O)(=O)c2cccs2)on1 (stereo not drawn) | -12 | 0.1
O=C(Oc1ccc[nH]c1=O)c1ccccc1 | 1 | 0.9
Nc1ncnc2c1ncn2[C@@H]1O[C@H](C(=O)NCC2CCN(Cc3ccccc3)CC2)[C@@H](O)[C@H]1O | -1 | 2.8
Cc1nn(-c2ccccc2)c(C)c1C(=O)OCC(=O)Nc1ccc(C(N)=O)cc1 | 0 | 3.8
COc1ccc(-c2csc(C(O)c3ccc(OC)cc3)n2)cc1 (stereo not drawn) | 1 | 4.7
Nc1nc2c(ncn2[C@@H]2O[C@H](CNS(=O)(=O)c3cccnc3)[C@@H](O)[C@H]2O)c(=O)[nH]1 | -2 | 3.6
Cc1ccc(NC(=O)c2cc(S(=O)(=O)NCC3CCCO3)ccc2F)cc1 (stereo not drawn) | -3 | 3.2
O=C(CCNC(=O)N1CC(=O)Nc2ccccc21)NCc1ccc(Cl)cc1 | 1 | 0.0
O=C(NCc1ccccc1)[C@@H]1CCCN1C(=O)[C@H]1CCCN1C(=O)c1ccccc1C(F)(F)F | 0 | 2.4
CCc1nc2c(OCc3ccc(Cl)cc3)cccn2c1N(C)C(=O)c1cccs1 | -1 | 0.2
c1cc(-c2ccoc2)n2ccnc2c1 | 11 | -1.8
O=C(NCCN1CCC(n2c(=O)[nH]c3cc(Cl)ccc32)CC1)c1ccc(F)cc1 | 1 | 3.8
COC(=O)c1ccc(-c2nc(CN3CCN(C(=O)c4ccco4)CC3)c(C)o2)cc1 | -1 | 1.5
COc1ccc(/C=C2/SC(=S)N(CCC(=O)Nc3cccnc3)C2=O)cc1OC | -6 | 1.3
Cc1nc(NC(=O)C(C)(C)C)sc1[N+](=O)[O-] | -3 | 0.4
CC(C)S(=O)(=O)N1CCCC(c2cc(C(=O)Nc3ccc(F)c(Cl)c3)no2)C1 (stereo not drawn) | 32* | 1.4
CCCC(=O)N1CCCC(c2cc(C(=O)NCc3ccc(F)cc3)no2)C1 (stereo not drawn) | -5 | 0.5
Cc1ccc(S(=O)(=O)N(C)C)cc1NC(=O)COC(=O)c1cccs1 | -1 | 2.2
CCN(CC)C(=O)[C@H]1C[C@@H]2[C@H](C[C@@H](c3ccccc3)[C@H]1C)N(c1ccc(F)cc1)C(=O)N2CCCOc1ccccc1 | 0 | 3.3
CNc1ncnc2c1ncn2[C@H]1CN(Cc2ccccc2)C[C@@H](CO)O1 | 0 | 3.3
CC1(C)CC(=O)C=C(Nc2ccc(O)cc2)C1 | -3 | 2.9
O=C1C(=Cc2cccs2)CCc2ccccc21 | 48* | 2.9
C=Cc1ccc(Cn2c(C)c(C(=O)NCc3cccc([N+](=O)[O-])c3)sc2=O)cc1 | -7 | 2.9
Cc1cc(Cl)ccc1N(CC(=O)N(C)Cc1ccccc1)S(C)(=O)=O | -1 | 3.6

Quoted at random: 4 records from the list.
SMILES | Wnt bcat act | phage Ecoli inh
CC(C)S(=O)(=O)N1CCCC(c2cc(C(=O)Nc3ccc(F)c(Cl)c3)no2)C1 (stereo not drawn) | 32* | 1.4
C=Cc1ccc(Cn2c(C)c(C(=O)NCc3cccc([N+](=O)[O-])c3)sc2=O)cc1 | -7 | 2.9
Cc1nc(NC(=O)C(C)(C)C)sc1[N+](=O)[O-] | -3 | 0.4
O=C(CCNC(=O)N1CC(=O)Nc2ccccc21)NCc1ccc(Cl)cc1 | 1 | 0.0

(continued)
SMILES | Wnt bcat act | phage Ecoli inh
NC(Cc1ccc(Cl)cc1)c1csc(Nc2cc(Oc3ccccc3)ncn2)n1 (stereo not drawn) | -10 | 0.8
O=C(c1cccs1)N1C[C@H](O)[C@@H](n2cc(C3CC3)nn2)C[C@@H]1c1ccccc1 | -1 | 0.2
COc1cccc(S(=O)(=O)Nc2ccc3c(c2)C(=O)N(C)C[C@H](OC)[C@H](C)CN[C@@H](C)CO3)c1 | 3 | -1.9
O=C(NCC1CCN(C(=O)C(=O)c2cccs2)CC1)c1cccnc1 | -1 | 3.5
CNc1cc(C(=O)Nc2cccc(OCc3ccccc3)c2)ncn1 | -2 | 2.5
O=C(c1ccc([N+](=O)[O-])s1)N1CCN(c2ncccn2)CC1 | 0 | -1.1
CCCCc1c(-c2ccccc2OC)ncn1CCc1cccc(OC)c1 | -1 | -1.0
COC(=O)C1=C(C(=O)OC)C2C=CC1C1C(OC(C)=O)C(OC(C)=O)C21 (stereo not drawn) | -7 | 4.4
CC1CCN(C(=O)C2CCC(CNS(=O)(=O)c3ccc4c(c3)C(C)(C)C(=O)N4C)CC2)CC1 (stereo not drawn) | -1 | 0.1
CCCCC[C@@H]1CCCCC[C@H](O)C[C@H](O)[C@@H](O)/C=C/C(=O)O1 | -2 | 2.8
COc1cc(C(=O)OCC(=O)Nc2ccccc2)cc2c1OCCO2 | 4 | 2.0
O=C(c1cnc(Cl)c(Cl)c1)N1CCN(S(=O)(=O)c2cccs2)CC1 | -1 | 1.2
CC(C)NC(=O)N(C)C[C@H]1OCc2cnnn2CCCC(=O)N([C@@H](C)CO)C[C@H]1C | -1 | 2.3
COc1ccc([C@H]2C[C@H](O)[C@@H](n3cc(C4CC4)nn3)CN2C(=O)c2cccs2)cc1 | -2 | 1.7
COC(=O)C1=C(C)N(C)C(=NCc2ccc(C(F)(F)F)cc2)NC1c1cccc(F)c1 (stereo not drawn) | -4 | 3.3
COc1ccc(S(=O)(=O)N2CCN(C(=O)c3ccccc3Cc3ccccc3)CC2)cc1OC | 0 | 1.9
Cc1ccc(S(=O)(=O)NC(=O)C2(C)CCN2C(=O)Cc2cccs2)cc1 (stereo not drawn) | 1 | 0.8
OC[C@@H]1CN(Cc2ccc(-c3ccccc3)cc2)C[C@H](n2cnc3c(NCc4ccco4)ncnc32)O1 | -5 | 3.0
CCOC1=C2[C@H](c3ccccc3)N(S(=O)(=O)c3ccc(C)cc3)[C@H](C(C)C)[C@H]2C(C#N)(C#N)C(C#N)(C#N)C1 | -2 | 2.8
O=C(Nc1ccc(F)cc1)Nc1nnc([C@H]2C[C@H](O)[C@@H](CO)O2)s1 | -3 | 3.0
CC(C(=O)N1CCCC1)N(c1ccc(Cl)cc1)S(C)(=O)=O (stereo not drawn) | -1 | 4.0

Full records as entered above. Order of screens: Wnt bcat act, phage Ecoli inh
Entry for CCCCc1c(-c2ccccc2OC)ncn1CCc1cccc(OC)c1 → -1, -1.0
Entry for CNc1cc(C(=O)Nc2cccc(OCc3ccccc3)c2)ncn1 → -2, 2.5

An excerpt; rates above refer to the full screens.
